CHO-K1 Ca PAM – nonselective calcium activators in parental CHO-K1 cells, primary screen, counter-screen for M1 PAM project, cell-based, Fluo-8 calcium fluorescence, full deck, 1536-well. ATP EC20; 0% at ATP EC20, 100% at ATP max. activation, % at 3 µM. hit rate 0.02% among 360,000. AID 602247, 2012;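 active = activation above the run cutoff, the mean activation of all test compounds plus 3 SD, cut at about 40% in these data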;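 also: peak over basal fluorescence ratio in a 140 s read after ATP addition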
CHO-K1 Ca antag – M1 antagonist counterscreen hit in parental CHO-K1 cells. hit rate 0.6% among 360,000. inhibition, % at 3 µM. ATP-induced calcium, Fluo-8 fluorescence;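 active = inhibition above a per-plate cutoff, the plate's mean sample inhibition plus 3 SD, cut at about 24% in these data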;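 also: 0% = DMSO plus EC80 ATP and 100% = DMSO alone without ATP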
CHO parental Ca – ATP-evoked calcium signal inhibitors, parental CHO, primary screen, counter-screen for OX1R antagonist project, cell-based, fluorescence, Fluo-8 calcium dye; inhibition, % at 5.6 µM; AID 463079, 2010; parental CHO-K1, ATP-induced calcium, Fluo-8 fluorescence; hit rate 0.63% among 330,000;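 active = inhibition above that plate's mean sample inhibition plus 3 SD, cut at about 26% in these data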;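 also: 0% = ATP-challenged DMSO wells and 100% = DMSO wells without ATP; some compounds past the cut are filed as inactive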
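Test system: parental CHO cells; detection: calcium-sensitive Fluo-8 fluorescence; evaluation: percent inhibition of calcium signal; also added: ATP as calcium-mobilizing challenge; repeats: one well per compound; control set: ATP-challenged DMSO wells low, unchallenged DMSO wells high; compound: single nominal dose of 5.6 µM per compound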
CHO-K1 Ca ag – counter-screen for M1 agonists: effect in parental CHO-K1 cells; activation, % at 3 µM; Fluo-8 calcium fluorescence; scaled to maximal ATP response, vehicle zero; AID 602248, 2012; hit rate 0.48% among 360,000; in the data active = activation above about 15%;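 also: untransfected CHO-K1 host cells lacking M1 receptor as counterscreen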
TAAR1 antagonist – human TAAR1 antagonists, primary screen, Fluo-8 calcium fluorescence, CHO RD-HGA16 cells; Trace amine-associated receptor 1 (Homo sapiens), Q96RJ0; antagonist; inhibition, % at 3 µM; hit rate 1.5% among 360,000; AID 624466, 2012;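 active = inhibition above a per-plate cutoff, the mean inhibition of test compounds on that plate plus 3 SD, cut at about 49% in these data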;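 also: 0% = DMSO plus EC80 beta-PEA response and 100% = DMSO alone without agonist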
Target sequence (Q96RJ0 whole entry, looked up): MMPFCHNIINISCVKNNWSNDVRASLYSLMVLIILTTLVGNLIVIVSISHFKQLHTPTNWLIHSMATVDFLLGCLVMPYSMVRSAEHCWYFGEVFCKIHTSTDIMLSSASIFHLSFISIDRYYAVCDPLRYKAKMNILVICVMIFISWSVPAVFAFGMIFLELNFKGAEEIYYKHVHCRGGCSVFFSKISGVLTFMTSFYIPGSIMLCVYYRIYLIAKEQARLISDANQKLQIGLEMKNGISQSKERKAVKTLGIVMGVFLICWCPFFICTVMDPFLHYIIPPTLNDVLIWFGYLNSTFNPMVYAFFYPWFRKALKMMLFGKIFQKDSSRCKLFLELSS
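Test system – hTAAR1-expressing CHO RD-HGA16 cells, Gα16-coupled · Reagent – β-PEA at EC80 concentration, post-compound challenge · Compound dosing – 3 µM, single point · Timing – 140 s kinetic read after compound, 140 s after agonist · Detection – Fluo-8 intracellular calcium dye fluorescence, real-time kinetic reads · Control set – DMSO and EC80 PEA controls · Repeats – n of 1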
GPR7 antagonist – GPR7 receptor antagonists, primary screen, cell-based, fluorescence, single concentration; Neuropeptides B/W receptor type 1 (Homo sapiens), P48145; GPR7-expressing cells, fluorescence antagonist assay; inhibition, % at 4.4 µM; hit rate 1.1% among 290,000; AID 1861, 2009; in the data active = inhibition above about 16%, passing the limit was not always enough;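 also: cells stimulated with the agonist NPW; 0% = agonist with vehicle and 100% = vehicle without agonist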
Target sequence (P48145 whole entry, looked up): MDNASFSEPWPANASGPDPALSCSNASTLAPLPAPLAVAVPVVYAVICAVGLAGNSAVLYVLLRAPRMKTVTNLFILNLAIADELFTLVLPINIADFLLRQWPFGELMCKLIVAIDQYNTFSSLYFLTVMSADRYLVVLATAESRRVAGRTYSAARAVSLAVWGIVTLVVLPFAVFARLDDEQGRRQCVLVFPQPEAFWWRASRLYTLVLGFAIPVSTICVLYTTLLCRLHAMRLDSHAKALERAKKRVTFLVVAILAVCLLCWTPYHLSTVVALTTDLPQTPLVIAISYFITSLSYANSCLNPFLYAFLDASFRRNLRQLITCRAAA
OXTR potentiator – human OXTR potentiators, primary screen, fluorescence, CHO-OTR cells, Fluo-8 calcium; Oxytocin receptor (Homo sapiens), P30559; hit rate 0.061% among 320,000; activation, % at 3 µM; Fluo-8 calcium fluorescence, potentiator mode; 0% = oxytocin EC15, 100% = EC100;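 active = activation above that plate's cutoff, the mean activation of tested compounds plus 3 SD, cut at about 6.6% in these data, passing the limit was not always enough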;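 also: 100% uses oxytocin at 75 nM as the full agonist control; some results filed as inactive read as strong as hits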
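Replication – single well per compound, singlicate · Assay system – CHO cell line stably expressing human OTR · Timing – 6 min pre-incubation, 100 s read · Measure – normalized max/min fluorescence ratio, % activation · Doses – 3.0 µM, one dose · Detection – Fluo-8 calcium dye fluorescence · Probe or stimulus – oxytocin near EC15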
OXTR ag – human OXTR agonists, primary screen, fluorescence, CHO-OTR cells, Fluo-8 calcium | activation, % at 3 µM | Oxytocin receptor (Homo sapiens), P30559 | Fluo-8 calcium fluorescence; normalized: DMSO 0%, oxytocin 100% | hit rate 0.32% among 320,000 | AID 2435, 2010;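 active = activation above the mean of all tested compounds plus 3 SD, cutoff set per screening run, cut at about 20% in these data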;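 also: peak over basal fluorescence ratio from a 100 s FLIPR kinetic read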
V1aR counter – agonists of human V1a receptor, primary screen, counter-screen for OXTR agonist project, fluorescence, CHO-V1R cells | Fluo-8 calcium fluorescence, agonist mode; 0% DMSO, 100% 3 nM vasopressin | activation, % at 3 µM | hit rate 0.25% among 320,000 | AID 2797, 2010;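 active = activation above the mean activation of all tested compounds plus 3 SD, per screening run, cut at about 20% in these data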;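 also: signal is peak over basal fluorescence ratio across a 100 second FLIPR read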
Target sequence (P37288 whole entry, looked up): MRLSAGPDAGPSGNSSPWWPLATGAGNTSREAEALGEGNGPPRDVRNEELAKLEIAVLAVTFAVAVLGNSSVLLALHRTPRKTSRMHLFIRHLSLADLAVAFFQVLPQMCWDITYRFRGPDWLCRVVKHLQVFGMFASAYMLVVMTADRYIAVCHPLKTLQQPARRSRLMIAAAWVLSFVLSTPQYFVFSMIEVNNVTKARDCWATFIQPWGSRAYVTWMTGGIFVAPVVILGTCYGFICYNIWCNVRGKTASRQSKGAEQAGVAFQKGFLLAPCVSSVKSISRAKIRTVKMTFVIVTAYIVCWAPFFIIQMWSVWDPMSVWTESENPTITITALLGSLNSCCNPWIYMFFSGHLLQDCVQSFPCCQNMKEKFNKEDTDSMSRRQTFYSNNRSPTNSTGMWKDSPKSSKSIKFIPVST
Active calls of the source: *; . = not tested or not shown.

Values in the order: CHO-K1 Ca PAM, CHO-K1 Ca antag, CHO parental Ca, CHO-K1 Ca ag, TAAR1 antagonist, GPR7 antagonist, OXTR potentiator, OXTR ag, V1aR counter
Cc1cc(=O)oc2cc(OCc3ccc(C(=O)N4CCN(c5ccc([N+](=O)[O-])cc5)CC4)cc3)ccc12
  16, 2, ., 0.9, -11, 3, ., ., .
COc1ccc(-c2nnc(SCC(C)C)o2)cc1
  8, -8, 11, 0.0, -10, -2, -5, -0.1, -1.5
O=C1CCCCC1Sc1nnc(-c2ccc3c(c2)OCO3)o1 (stereo unspecified)
  14, -11, -16, 1.4, 2, -16, -8, 1.5, 1.2
CC(C)(C)c1ccc(C(=O)NNC(=O)c2ccccc2Br)cc1
  22, -14, 0, 1.1, 4, 9, -8, 0.4, 1.3
CCN(CC)c1ccc(/C=N/N2CCN(c3ccccn3)CC2)cc1
  23, -8, -7, 1.6, -5, -10, -9, -1.1, 0.0
NS(=O)(=O)c1ccc(CCNC(=O)C(=O)NCC2OCCN2S(=O)(=O)c2ccc(Cl)cc2)cc1 (stereo unspecified)
  18, -6, 3, 1.0, 2, -4, -4, -1.0, -0.3
O=C(Nc1ccc2ccccc2c1)c1cccc(F)c1
  6, -11, -3, -0.3, 13, 3, -8, -1.3, -1.4
O=C(NCCOC(=O)c1ccccc1C(=O)OCCNC(=O)c1cccnc1)c1cccnc1
  20, -2, -6, 0.6, -12, -1, -3, 0.1, 1.0
CC(=O)c1cccc(NC(=O)COC(=O)CCNS(=O)(=O)c2ccccc2)c1
  -4, -3, -5, 1.1, -7, ., -2, 1.5, 0.8
CC(C)(C)c1ccc(-n2ncc3c2CCCC3NC(=O)CCCn2cncn2)cc1 (stereo unspecified)
  8, -7, ., 5.2, -6, -17, ., ., .
Cc1ccc(N2CC(C(=O)NCc3cccnc3)CC2=O)cc1 (stereo unspecified)
  -4, -3, -11, 0.0, -3, 2, 3, -0.1, 0.4
c1ccc(CNc2nc(NCc3ccccc3)c3sccc3n2)cc1
  -12, 14, ., 28*, 104*, ., ., ., .
CCOC(=O)c1c(C)[nH]c(C)c1C(=O)COC(=O)c1cccc(C)c1O
  8, 3, -5, 1.9, 49, -1, -10, 1.3, 3.1
Fc1ccc(NC(=S)N2CCCN(c3ccc(C(F)(F)F)cn3)CC2)c(F)c1
  -14, 24*, 22, 12, -7, 10, -17, 12, 12
O=C(Nc1cccc(C(=O)N2CCCCC2)c1)C1CCCC1
  15, -10, ., 0.8, -10, ., ., ., .
O=C(NCc1ccc2c(c1)OCO2)NC1CCCCC1
  16, -1, -9, -0.2, 3, -12, 0, 0.1, -0.1
CCc1nnc(NS(=O)(=O)c2ccc(NC(=O)c3ccccc3)cc2)s1
  -6, -8, -4, -0.3, 13, -9, -1, 0.4, 0.5
Cc1ccc([N+](=O)[O-])cc1NC(=O)CN1CCC(C)CC1
  7, -6, -6, 0.6, -3, 6, -7, 0.0, -1.0
O=C(CSc1cccc2cccnc12)OCC(=O)c1ccccc1
  -1, 13, -12, 0.0, 9, 1, -10, -0.1, -0.1
O=C1NC(=O)C2C1C(c1ccc([N+](=O)[O-])cc1)=NN2Cc1ccccc1 (stereo unspecified)
  16, -7, 27, 5.5, -2, 10, -25, 4.0, 3.0
O=[N+]([O-])c1cccc(-c2ccc3nnc(SCc4ccccn4)n3n2)c1
  31, -23, -11, 1.1, -7, -6, -4, -0.5, -0.5
COc1cc2c(cc1NC(=O)COC(=O)[C@@H](NC(=O)c1ccccc1F)C(C)C)oc1ccccc12
  10, -4, -5, 0.1, 21, 5, -6, 0.2, 2.2
Cc1ccc(C)c(NC(=O)COc2cccc3c2CCN(Cc2ccccc2)C3=O)c1
  21, -5, -30, 1.9, 63*, -9, -2, -1.6, -0.5
COc1cccc(OCc2cc(/C=N/NC(=O)c3nc(Cl)c(Cl)c(N)c3Cl)ccc2OC)c1
  25, -12, 7, 0.3, -5, -5, -17, -1.6, -0.8
COc1ccc([N+](=O)[O-])cc1C(=O)C(=O)c1ccccc1
  -8, 5, -10, 0.7, -12, 0, -8, -1.2, -0.2
C=CCOC(=O)C(=O)/C=C/c1c(C)n(C)n(-c2ccccc2)c1=O
  1, -7, -10, 0.2, 4, -14, -2, -0.2, 0.4
O=C(c1ccccc1S(=O)(=O)NCc1ccccc1)N1CCCCC1
  4, 11, -5, 0.3, 17, ., -5, -0.8, 4.8
COCC1CCCN(Cc2nc(Cc3ccccc3)no2)C1 (stereo unspecified)
  0, -3, 4, 0.2, -6, -5, 0, 0.1, 1.2
O=S(=O)(CCN1CCCC1)NCCNS(=O)(=O)c1ccc(F)cc1Br
  18, -9, ., 0.3, -3, ., ., ., .
O=C(CSc1ncnc2sc3c(c12)CCCC3)N1CCC(c2noc3ccc(F)cc23)CC1
  15, -10, -8, 0.7, 0, -9, -3, 0.5, 0.2
Cn1cccc1C(=O)OCC(=O)N1CCc2ccccc2C1
  9, 4, ., 0.5, 4, ., ., ., .
CCOC(=O)c1sc2ncn(C(C)C(=O)OC)c(=O)c2c1C (stereo unspecified)
  12, -5, -7, 0.7, 10, -3, -4, -0.5, -0.5
CCCCN(C(=O)c1cccc(-c2ccc(OC(C)=O)cc2)c1)c1c(N)n(CCC)c(=O)[nH]c1=O
  1, -6, 0, 0.1, -2, ., -7, 2.0, 1.4
Cc1cccc(C2=NN(c3ccccc3)[C@@H](C(=O)N3CCOC3=O)[C@@H]2c2ccc(Cl)cc2)c1
  3, -8, -10, 1.1, 9, ., ., ., .
O=C(N/N=C/c1ccc(Br)cc1)c1ccc(F)cc1
  14, 6, -7, -0.2, 7, -7, -5, -1.5, -0.1
O=C(COC(=O)/C=C/c1ccc(Br)o1)Nc1ccc2[nH]c(=O)[nH]c2c1
  -3, -7, 3, 1.8, -3, ., -3, -0.4, 1.2
O=C(CC1SC(N2CCCCC2)=NC1=O)Nc1cccc(C(F)(F)F)c1 (stereo unspecified)
  -3, 6, -14, -0.1, -12, 7, -9, 2.8, 1.4
COc1ccc(-c2[nH]ncc2/C=N/NC(=O)c2ccncc2)c(OC)c1
  8, -5, 9, 0.8, -1, -18, -10, -0.3, 0.6
CN(c1ccc(OCC(=O)Nc2ccccc2C(=O)O)cc1)S(=O)(=O)c1ccc(Cl)cc1
  10, -11, -24, -0.1, -43, ., -6, 0.3, 0.4
CCOC(=O)N1CCN(c2c(Nc3cc(C)[nH]n3)c(=O)c2=O)CC1
  -6, -8, 2, -0.4, -8, -6, 1, -0.2, -0.2
Cc1nc(CSc2ccc(Br)cc2)cs1
  -2, -23, -1, -0.3, -8, -9, 4, -2.4, -0.5
COC(=O)c1ccc(CN2CCC(Oc3cccc(C(=O)N4CCCC4)c3)CC2)cc1
  4, -2, -7, 1.6, -24, -17, -15, 0.2, 8.8
CCN1C(=O)N[C@@H](c2cccc(C(F)(F)F)c2)C(C(C)=O)=C1C
  15, -11, -7, 0.7, 10, ., -6, -0.5, 0.1
COc1cc(OC)cc(-c2nc(-c3ccc(Br)cc3)no2)c1
  2, -22, -6, 0.8, 8, -11, -8, 0.8, 1.0
CCOC(=O)C(=O)NNc1ccc(Cl)cc1
  14, -2, 2, 0.0, 10, -7, 2, -0.1, 0.9
CCOc1ccc(/C=N/NC(=O)Cc2cccs2)cc1
  11, -5, -5, -0.1, -8, -18, -9, -1.2, -0.4
O=C1CCCC(=O)N1c1ccc(NCCOCCO)c([N+](=O)[O-])c1
  8, -6, -3, 0.5, -13, 6, -8, 2.0, -0.5
CCn1c(SCC(=O)N2CCN(c3ccc(F)cc3)CC2)nnc1-c1ccncc1
  8, -5, ., 0.2, -7, 11, ., ., .
Cc1ccc(C2=[N+]([O-])C(C)(C)CC2)cc1
  -5, 10, -3, -0.1, -8, 3, -1, -2.0, -0.8
CCOC(=O)C(NC(=O)Nc1ncccn1)(Oc1ccccc1)C(F)(F)F (stereo unspecified)
  23, -15, -1, 0.8, 5, -1, -3, 1.2, 0.6
N#CC1=C(SCC(=O)c2ccc(Cl)cc2)NC2=C(C(=O)CCC2)C1c1ccco1 (stereo unspecified)
  12, -3, -14, 1.4, 31, ., -12, -1.4, 0.3
CCOc1ccc(CN(C)C(=O)c2cccc(S(=O)(=O)Nc3ccccc3OC)c2)cc1OC
  6, -6, ., 3.4, -9, ., ., ., .
C=CCc1cc(CN2CC(C)OC(C)C2)c(O)c(OC)c1 (stereo unspecified)
  15, -13, ., 0.5, 1, ., ., ., .
COc1ccc(S(=O)(=O)N2CCC(C(=O)N3CCCC3)CC2)cc1C
  1, -11, 0, 1.1, 5, -4, -12, 1.2, 0.4
CCNC(=O)C1Cc2cc(S(=O)(=O)N3CCCC3)ccc2N1C(C)=O (stereo unspecified)
  17, -14, 6, 0.8, -36, -13, -5, 0.0, 0.1
O=C(O)c1cc(S(=O)(=O)Nc2cccc(S(=O)(=O)N3CCCC3)c2)ccc1Cl
  10, 14, ., -0.1, -6, ., ., ., .
CCOC(=O)NN1C(=O)c2ccccc2NC1c1ccccc1 (stereo unspecified)
  -2, 5, -5, -0.4, -25, 4, 1, -1.5, 0.6
CCOc1ccc(S(=O)(=O)N(C)CC(=O)N2CCN(CC)CC2)cc1
  4, -6, -3, 0.5, -11, -6, 2, 0.6, -0.7
COc1ccc(CNC(=S)Nc2ccccc2F)cc1
  5, -11, 0, 1.2, -24, -7, -19, -0.3, -0.8
COCCn1c(C)cc(C(=O)CSc2nc3ccccc3s2)c1C
  5, 3, 19, 7.7, 7, -3, -15, 6.4, 7.6
C=CCN1C(=O)c2ccc(C(=O)N3CCN(S(=O)(=O)c4cccc(Cl)c4)CC3)cc2C1=O
  10, -10, -25, 3.8, -4, -24, -2, 0.5, 1.8
COc1ccc(C(=O)CCN2CCN(c3ccc(OC)cc3)CC2)cc1
  3, -6, -3, 1.4, -10, 2, -11, 5.7, 4.1
CCS(=O)(=O)N1CCN(C(=O)c2ccccc2)CC1
  -2, -2, 5, 0.3, 10, -10, -5, -0.1, 0.3

High-throughput results as filed in PubChem.

Compounds as they come; about 3.5% have a hit in one of these screens.
